# VHR inh abs = VHR1 phosphatase inhibitors, primary screen, biochemical, absorbance, uHTS; Dual specificity protein phosphatase 3 (Homo sapiens), P51452; recombinant VHR phosphatase, pNPP absorbance; inhibition, % at 13.3 µM; actives 0.52% (n = 290,000); AID 1654, 2009; in the data active means inhibition above about 50%; further: some compounds called inactive have numbers as strong as hits
# Target sequence (P51452 whole entry, looked up): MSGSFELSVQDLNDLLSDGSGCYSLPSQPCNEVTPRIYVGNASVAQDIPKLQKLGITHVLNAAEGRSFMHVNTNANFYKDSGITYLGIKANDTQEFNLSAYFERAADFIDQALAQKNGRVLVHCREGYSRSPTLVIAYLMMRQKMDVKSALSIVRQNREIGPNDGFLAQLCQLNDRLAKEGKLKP
# 3CLpro inhibitor = SARS-CoV 3CLpro protease inhibitors, primary screen, biochemical, quenched FRET; Replicase polyprotein 1ab (Severe acute respiratory syndrome coronavirus), P0C6X7; recombinant SARS-CoV 3CLpro, quenched FRET peptide cleavage; inhibition, % at 6 µM; actives 0.14% (n = 290,000); AID 1706, 2009; in the data active means inhibition above about 12%
# GDH-TPI inh = GDH-TPI coupling enzyme inhibitors, primary screen, artefact control for M. tuberculosis FBA inhibitor project, biochemical, absorbance, full deck; inhibition, % at 4.8 µM; GDH-TPI coupled enzyme counterscreen, NADH absorbance; actives 1.2% (n = 360,000); in the data active means inhibition above about 30%;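 further: 0% = DMSO wells and 100% = wells lacking the enzyme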
# Mtb FBA inh = Mtb FBA enzyme inhibitors, primary screen, biochemical, fluorescence, strain H37Rv. purified M. tuberculosis FBA, fluorescence read-out. inhibition, % at 1 µM. actives 2.3% (n = 360,000); in the data active means inhibition above about 27%;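 further: 0% = vehicle and 100% = reference inhibitor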
# MazEF act = activators of E. coli MazEF toxin-antitoxin RNase, primary screen, biochemical, fluorescence, uHTS; FAM/BHQ RNA-DNA oligo cleavage fluorescence, 5 h; Endoribonuclease toxin MazF (Escherichia coli (strain K12)), P0AE70; activation, % at 20 µM; actives 0.32% (n = 350,000); in the data active means activation above about 50%
# Target sequence (P0AE70 whole entry, looked up): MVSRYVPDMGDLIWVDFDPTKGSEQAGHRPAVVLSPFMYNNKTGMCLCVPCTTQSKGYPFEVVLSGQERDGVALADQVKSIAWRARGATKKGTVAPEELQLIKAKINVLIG
# PriA SSB inh = inhibitors of Klebsiella pneumoniae PriA binding to SSB C-terminal tail, primary screen, biochemical, AlphaScreen; AlphaScreen SSBct-PriA binding, biotinylated peptide; inhibition, % at 33 µM; actives 0.6% (n = 430,000); in the data active means inhibition mostly above about 37%, no sharp cut-off; inactive means mostly below about 20%;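 further: plate controls were negative control peptide for no effect and reference peptide for full effect; strong numbers were not always called active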
# BioA inh = M. tuberculosis BioA enzyme inhibitors, primary screen, biochemical, plate reader, single point, HTS; 7,8-diaminopelargonic acid synthase BioA (Mycobacterium tuberculosis); purified M. tuberculosis BioA enzyme; inhibition, % at 9.99 µM; actives 0.096% (n = 360,000); AID 602481, 2012; in the data active means inhibition above about 40%
# Rv3671c inh = Rv3671c serine protease inhibitors, primary screen, biochemical, fluorescence polarization, M. tuberculosis H37Rv; actives 0.048% (n = 320,000); P9WHR9; inhibition, % at 5.96 µM; in the data active means inhibition above about 38%;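 further: extracellular domain of Rv3671c used as enzyme; 0% = enzyme with DMSO and 100% = no enzyme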
# Target sequence (P9WHR9 whole entry, looked up, the tested form may be a part): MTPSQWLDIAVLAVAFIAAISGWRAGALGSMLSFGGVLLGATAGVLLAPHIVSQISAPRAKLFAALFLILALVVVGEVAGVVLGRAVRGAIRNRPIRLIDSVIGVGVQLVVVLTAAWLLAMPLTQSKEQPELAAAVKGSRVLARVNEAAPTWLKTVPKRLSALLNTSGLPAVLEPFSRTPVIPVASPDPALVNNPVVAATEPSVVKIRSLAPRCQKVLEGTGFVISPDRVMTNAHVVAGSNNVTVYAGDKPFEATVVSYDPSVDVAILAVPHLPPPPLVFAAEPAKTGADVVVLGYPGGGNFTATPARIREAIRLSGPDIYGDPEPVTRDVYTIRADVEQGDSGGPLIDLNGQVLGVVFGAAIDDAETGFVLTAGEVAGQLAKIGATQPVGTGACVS
# Vc quorum ag = inducers of Vibrio cholerae quorum light production without autoinducers, primary screen, BH1578 luxS cqsA deficient, single point; V. cholerae BH1578 lux reporter, luminescence, 6 h; activation, % at 18.7 µM; actives 0.16% (n = 350,000); in the data active means activation mostly above about 9.7%, no sharp cut-off; further: not every result past the cut was called active; inactives centre near 0; reference of the scale not given here
# UGM FP inh = M. tuberculosis UGM enzyme inhibitors, primary screen, biochemical, fluorescence polarization, single point; UDP-galactopyranose mutase (Mycobacterium tuberculosis (strain ATCC 25618 / H37Rv)), …; purified UGM, fluorescence polarization probe displacement; inhibition, % at 10 µM; actives 0.06% (n = 320,000); AID 504406, 2011; in the data active means inhibition above about 10%, passing the limit was not always enough
# Target sequence (P9WIQ1 whole entry, looked up): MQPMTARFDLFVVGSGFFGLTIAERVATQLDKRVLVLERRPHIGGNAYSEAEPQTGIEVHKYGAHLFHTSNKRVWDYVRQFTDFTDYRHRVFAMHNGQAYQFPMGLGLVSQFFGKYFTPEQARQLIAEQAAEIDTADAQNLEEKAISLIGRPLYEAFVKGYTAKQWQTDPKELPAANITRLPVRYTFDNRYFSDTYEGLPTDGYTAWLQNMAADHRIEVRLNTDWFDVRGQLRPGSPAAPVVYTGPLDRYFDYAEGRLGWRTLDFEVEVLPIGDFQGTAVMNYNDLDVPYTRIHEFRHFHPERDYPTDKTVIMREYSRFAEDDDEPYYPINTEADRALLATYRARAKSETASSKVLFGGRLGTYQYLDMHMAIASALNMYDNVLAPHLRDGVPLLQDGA
# * marks the source's active call; other numbers are inactive results; i = inactive; . = not tested or not shown; + = active, no number; & = joins results of further samples; ! = a repeat was not active.
SMILES,VHR inh abs,3CLpro inhibitor,GDH-TPI inh,Mtb FBA inh,MazEF act,PriA SSB inh,BioA inh,Rv3671c inh,Vc quorum ag,UGM FP inh
OC(c1ccc(F)c(F)c1)c1nc(-c2cncnc2)cs1 (centres undefined),.,.,4,0,.,.,-0.1,.,i,.
C[C@@H]1NC(=O)N[C@@H]1CCCCCC(=O)O,.,.,-3,-2,3,-5,-34,1,i,3.2
Cc1cc(NC(=O)CCC(=O)N(CC(=O)NC2CCCC2)c2ccc(F)c(Cl)c2)no1,49,0,0,0,8,-1,-1.4,-5,-0.2,-1.4
CCN(CC)CC(=O)c1ccc(-c2ccccc2)cc1,6,3,-6,0,-6,0,0.5,4,-0.3,-0.1
Cc1ccc(C)[n+](CC(=O)N2CCCCC2)c1,13,-1,4,5,-4,-13,.,.,i,.
CC1CCN(CCCNC(=O)c2cc3c(s2)-c2ccccc2OC3)CC1,42,-3,8,+,0,-13,3.4,-3,-0.2,-2.9
COc1ccc(/C=C/C(=O)CCC(=O)O)cc1,35,3,22,-2,-6,-12,.,2,-0.6,1.6
CC(C)(CO)NCc1ccc(Br)cc1,4,-4,-1,0,6,-8,.,4,-0.8,-1.8
Cc1ccc(Cn2c(=N)c(C(=O)NCCN3CCOCC3)cc3c(=O)n4ccccc4nc32)cc1,-2,-6,8,20,15,1,-3.5,-9,i,-0.5
CC(OC(=O)CCN=C1NS(=O)(=O)c2ccccc21)C(=O)Nc1ccc(F)c(F)c1F (centres undefined),.,.,2,7,-3,-4,-1.7,6,i,2.6
COc1ccc(OC)c(S(=O)(=O)n2nnc3ccccc32)c1,12,0,-6,-5,12,-9,9.6,-4,i,-1.5
Cc1ccn2cc(-c3ccc(O)c(O)c3)nc2c1,2,-4,12,1,-1,1,-1.3,-5,-0.5,0.9
CCCCSC(=S)NC1CCS(=O)(=O)C1 (centres undefined),-2,-2,0,2,-8,-11,1.9,-2,-0.3,2.0
COc1cccc(C#CC2=CC(=O)C[C@H](c3ccc(F)cc3)C2)c1,.,.,12,-3,0,.,-0.9,.,i,.
O=C(CNS(=O)(=O)c1ccccc1)Nc1ccc2c(c1)OCO2,7,2,-1,-2,5,1,.,0,i,0.1
CCC(=O)OC1(C(C)=O)CCC2C3CCC4=CC(=O)CCC4(C)C3CCC21C (centres undefined),.,.,0,2,-6,-3,4.4,.,i,.
CCOc1ccccc1N(C(=O)c1ccco1)C(C(=O)NC1CCCC1)c1cccnc1 (centres undefined),13,5,2,-7,2,-3,0.6,7,5.9,0.8
CC1(C)Oc2ccc(C(=O)NC3CCCC3)cc2N(CC(=O)NC2CCCC2)C1=O,28,0,3,-4,7,-22,0.7,-10,i,-3.0
c1ccc(CCn2nnnc2CN2CCc3ccccc32)cc1,-4,-3,1,2,-6,-15,-3.1,-5,.,1.1
CCN(CCCNC(=O)CN(C)S(=O)(=O)c1ccc2c(c1)CCC(=O)N2)c1cccc(C)c1,12,4,3,1,10,10,-0.4,-2,-0.2,1.9
CCN(CC)S(=O)(=O)c1cccc(C(=O)N[C@H](C(=O)NCc2ccc(Cl)cc2)C(C)C)c1,-2,5,5,3,-6,-19,-1.1,-8,3.4,-2.5
O=C1c2ccccc2C(=O)c2[nH]cnc21,28,2,5,2,12,2,-1.8,.,-0.6,-5.9
COC(=O)c1ccc(-n2c(C)cc(C(=O)COC(=O)CC3Sc4ccccc4NC3=O)c2C)cc1 (centres undefined),6,0,6,-2,-7,6,-0.7,-29,-0.2,-3.5
C=CCc1cccc(CNc2c(C)cc(C)cc2C)c1O,8,7,-13,0,-31,-34,.,8,i,1.0
CCOc1cc2[nH]c(=O)n(CCC(=O)N3CCN(c4ccccc4OC)CC3)c(=O)c2cc1OCC,6,-1,-3,0,-3,-12,0.0,-2,-0.6,-0.6

# Reprinted from the part before: three entries, followed by the next part.
SMILES,VHR inh abs,3CLpro inhibitor,GDH-TPI inh,Mtb FBA inh,MazEF act,PriA SSB inh,BioA inh,Rv3671c inh,Vc quorum ag,UGM FP inh
COC(=O)c1ccc(-n2c(C)cc(C(=O)COC(=O)CC3Sc4ccccc4NC3=O)c2C)cc1 (centres undefined),6,0,6,-2,-7,6,-0.7,-29,-0.2,-3.5
C=CCc1cccc(CNc2c(C)cc(C)cc2C)c1O,8,7,-13,0,-31,-34,.,8,i,1.0
CCOc1cc2[nH]c(=O)n(CCC(=O)N3CCN(c4ccccc4OC)CC3)c(=O)c2cc1OCC,6,-1,-3,0,-3,-12,0.0,-2,-0.6,-0.6
C/C(=N\N1CCN(Cc2ccc(Cl)cc2)CC1)c1ccc([N+](=O)[O-])cc1,5,1,-8,4,3,.,4.3,-10,0.7,0.9
Cc1ccccc1CN(C)CCS(=O)(=O)c1cc(Cl)ccc1Cl,35,0,11,-1,-2,-12,-0.7,-1,i,0.7
COc1ccc(S(=O)(=O)N(n2c(C)nnc2-n2nc(C)cc2C)S(=O)(=O)c2ccc(OC)cc2)cc1,27,0,5,0,5,-23,-1.9,5,.,-2.3
Cc1cc(C(=O)CN2C(=O)NC3(CCCc4ccccc43)C2=O)c(C)n1C (centres undefined),9,6,1,1,-2,-7,-1.0,7,0.6,-0.6
Fc1cccc(Cc2noc(CN3CCSCC3)n2)c1,17,-6,-5,0,-2,-18,.,11,-0.3,-1.8
NC(=O)c1ccc(NC(=O)COc2coc(CN3CCc4ccccc4C3)cc2=O)cc1,.,.,11,-4,4,-2,1.9,7,i,1.2
COc1cccc(OCC(=O)NC2CCCCC2)c1,41,1,5,-1,-2,-10,.,1,37*,-0.2
Cn1cc(S(=O)(=O)N2CCN(c3ccc(F)cc3)CC2)c(=O)n(C)c1=O,19,5,-5,1,8,-4,0.1,1,i,-0.9
CNC(=S)N/N=C/c1cc(Br)cc(Br)c1O,-17,-4,5,1,10,.,.,23,-0.2,-1.8
CCc1[nH]c(=O)c(C#N)c2c1COC(C)(C)C2,-14,3,13,11,1,-4,.,-2,i,-0.9
O=c1cc2oc3cc(O)c(O)cc3c(-c3ccccc3[N+](=O)[O-])c-2cc1O,46,0,6,-7,-12,-6,-0.1,-4,i,0.0
CCCCN(Cc1cc2cc(OC)ccc2[nH]c1=O)C(=O)c1ccccn1,3,6,17,22,1,-8,0.3,4,3.4,-0.3
CCN(CC(=O)NCc1cccs1)c1ccc(S(=O)(=O)N2CCOCC2)cn1,-2,0,10,-5,2,-12,-2.7,-3,-0.4,3.5
CCC(C)[C@H](NS(=O)(=O)c1ccc(F)cc1Br)C(=O)OC (some centres undefined),.,.,-7,1,8,-7,-0.7,.,-1.3,.
N#CCc1ccnc2ccccc12,.,.,5,-1,3,-5,-0.1,.,-3.3,.
O=[N+]([O-])c1cccc(CN2CCN(S(=O)(=O)Cc3ccccc3)CC2)c1,5,0,1,3,-4,-6,-2.0,0,i,-2.7
CCOc1ccc2nc(N/C(N)=N/S(=O)(=O)c3ccc(C)cc3)nc(C)c2c1,.,.,13,7,6,.,-1.4,.,-0.5,.
O=[N+]([O-])c1ccc(-n2nnnc2CN2CCCCC2)cc1,4,3,2,2,7,2,0.0,7,-0.3,-2.2
COCCNC(=O)C1CCN(C(=O)c2cc3sccc3n2Cc2ccc(F)cc2)CC1,8,2,-4,-3,-3,-13,.,6,.,0.9
Cc1ccc(CNCCCn2cnc3c(OCc4ccccc4)ncnc32)o1,.,.,-1,2,-2,2,0.3,.,-0.7,.
Cc1cccc(-n2ncc3c2CCCC3NC(=O)CCc2ccncc2)c1C (centres undefined),-4,0,-6,-4,6,4,-0.5,-12,i,0.2
CC(C)c1ccc(C=NNc2ccc([N+](=O)[O-])cn2)cc1,.,.,8,0,1,-14,-0.6,.,-3.4,.
CCNC(=S)NC(=NCc1cccnc1)Nc1nc(C)cc(C)n1,14,5,11,0,1,-13,1.8,-4,3.8,2.6
CCCC(=O)C1=C(O)C(C(=O)OC)C(C)(C)CC1=NCc1ccccc1 (centres undefined),-18,4,3,-1,-18,-18,1.6,-4,i,0.1
COc1ccc(C(=O)NCCCCNC(=O)c2ccc(OC)c(OC)c2)cc1OC,-3,1,2,3,11,-9,0.9,1,i,1.8

# Full records from above.
# Shown for CNC(=S)N/N=C/c1cc(Br)cc(Br)c1O : VHR inh abs: -17; 3CLpro inhibitor: -4; GDH-TPI inh: 5; Mtb FBA inh: 1; MazEF act: 10; PriA SSB inh: .; BioA inh: .; Rv3671c inh: 23; Vc quorum ag: -0.2; UGM FP inh: -1.8
# Shown for CC(C)c1ccc(C=NNc2ccc([N+](=O)[O-])cn2)cc1 : VHR inh abs: .; 3CLpro inhibitor: .; GDH-TPI inh: 8; Mtb FBA inh: 0; MazEF act: 1; PriA SSB inh: -14; BioA inh: -0.6; Rv3671c inh: .; Vc quorum ag: -3.4; UGM FP inh: .
# Shown for O=[N+]([O-])c1ccc(-n2nnnc2CN2CCCCC2)cc1 : VHR inh abs: 4; 3CLpro inhibitor: 3; GDH-TPI inh: 2; Mtb FBA inh: 2; MazEF act: 7; PriA SSB inh: 2; BioA inh: 0.0; Rv3671c inh: 7; Vc quorum ag: -0.3; UGM FP inh: -2.2

# More records follow:
SMILES,VHR inh abs,3CLpro inhibitor,GDH-TPI inh,Mtb FBA inh,MazEF act,PriA SSB inh,BioA inh,Rv3671c inh,Vc quorum ag,UGM FP inh
O=C(Cc1ncc(C(F)(F)F)cc1Cl)NCCc1ccccn1,13,-1,-1,-4,-2,-8,.,4,i,-3.5
CC1CCc2sc(C(=O)NC3CCN(Cc4ccccc4)CC3)cc2C1 (centres undefined),.,.,5,-1,4,5,-1.0,-4,0.5,3.5
COCCNC(=O)c1cn(C)c2ccc(S(=O)(=O)N3CCCC3)cc2c1=O,32,5,10,0,1,-1,-0.2,2,3.4,0.9
COc1cccc(Oc2c(C)oc3c(CN4CCCCC4)c(O)ccc3c2=O)c1,25,0,22,179*,-8,7,1.4,2,-0.3,0.1
Cn1cnc([N+](=O)[O-])c1S(=O)(=O)Oc1cccc2ccccc12,.,.,7,1,-20,-9,3.7,.,i,.
Cc1ccc(S(=O)(=O)N2CCCCC2)cc1NC(=O)CSc1nccn1C,8,-3,5,-1,8,8,.,3,-0.3,-2.7
NC(=O)C[n+]1cccc(C(N)=O)c1,8,-3,6,1,4,-24,.,-8,-0.5,-0.3
CCOC(=O)C1=C(C)Nc2ccccc2N=C1NC(=O)Cc1ccc(Cl)c(Cl)c1,23,0,4,-1,-5,-6,.,4,-0.4,-0.5
O=C(O)c1ccccc1NC(=O)C(c1ccccc1)c1ccccc1,.,.,8,5,1,1,-0.5,3,-1.6,0.8
Cc1ccc(-c2ccc(SCC(=O)Nc3cc(C)on3)nn2)cc1,10,0,9,4,-3,2,.,-4,0.1,-2.6
COc1ccc(NC2CC(=O)N(c3cccc(C)c3)C2=O)cc1 (centres undefined),6,-2,-7,0,-1,8,-2.0,-6,i,4.2
O=C(CN1C(=O)C2(OCCO2)c2ccccc21)c1ccc(Br)cc1,8,6,-7,-1,1,-3,-1.1,4,-0.2,2.4
COc1ccc(CN2CCN(c3ccccn3)CC2)c(OC)c1C,37,7,19&-6,+!,3&-1,4,4.4&-1.4,3&3,i,-1.6&-0.1
CCSc1nnc(NS(=O)(=O)c2ccc(OC)cc2)s1,11,-2,-7,0,-2,-17,.,5,i,3.2
CCCCn1nc(C(=O)Nc2cccc(C(=O)NC3CC3)c2)c2ccccc2c1=O,.,.,-5,0,2,-5,0.4,-3,i,-2.5
CCOCC(=O)Nc1cc(OC)c(Cl)cc1OC,28,0,0,-1,-4,-7,-0.7,3,-0.4,-2.0

# Compound activity as filed in PubChem BioAssay.

# This is a subset; count on the stated rates, not on these rows.
